Source: PubChem
Myeloid diff MLP: myeloid differentiation induction. calls only at 10 µM. ER-HoxA9 myeloid progenitors, lysozyme-GFP differentiation, flow cytometry. AID 624256. hit rate 1% among 360,000;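 active = normalized GFP-positive differentiation at or above the plate's own cutoff, the solvent-only control mean plus 3 SD; inconclusive = no clear call, values can overlap the other calls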;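 note: cells exposed to compound for four days before flow analysis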
Myeloid diff MLP GFP+ MAC1+ %: also measured in Myeloid diff MLP; calls as there; GFP+ MAC1+ double positive, %; measured here: differentiation confirmed by MAC1 staining
* marks the source's active call; other numbers are inactive results; i = inactive; ? = inconclusive; nt = not tested or not shown; + = active, no number. Only part of the results is shown. The share of hits here may be higher or lower than overall.

Every second line gives: Myeloid diff MLP | Myeloid diff MLP GFP+ MAC1+ %
Cc1cccc(C)c1C(O)c1ncc(-c2cccc3ccccc23)[nH]1 (configuration not stated)
  i | 2.6
Cc1ccc(CN2CCC[C@]3(N[C@H](c4ccccc4)[C@@H]4C(=O)N(C)C(=O)[C@@H]43)C2=O)cc1
  i | 1.0
COc1cc(/C=C/C(=O)OCC(=O)N2CCN(S(=O)(=O)c3ccc(C)cc3C)CC2)cc(Cl)c1OC
  i | 0.9
OC[C@@H]1CN(CCN2CCOCC2)C[C@H](n2cnc3c(NC4CC4)ncnc32)O1
  i | 1.2
COc1cccc(/C=N/NC(=O)c2nnn(-c3nonc3N)c2CN(C)C2CCCCC2)c1
  i | 0.4
Cc1ccc(S(=O)(=O)NC[C@H]2O[C@@H](n3ccc(N)nc3=O)[C@H](O)[C@@H]2O)s1
  i | 0.6
COc1cccc(-c2ccc(CN3C(C)C(=O)N(Cc4cn(Cc5ccco5)nn4)CCS3(=O)=O)cc2)c1OC (configuration not stated)
  i | 2.3
CCN1C(=O)c2cccc3c(S(=O)(=O)N(C)C)ccc1c23
  i | 1.3
CO[C@H](C(=O)N(C)C[C@@H]1OCc2ccccc2-c2c(n(C)c3ccccc23)C(=O)N([C@H](C)CO)C[C@@H]1C)c1ccccc1
  i | 1.8
O=C(C=Cc1ccc2c(c1)OCO2)C=Cc1ccc2c(c1)OCO2
  i | 1.5
O=C(SCc1c(O)c2ccccc2oc1=O)c1ccccc1
  i | 1.0
CC1CCCCC12NC(=O)N(CC(=O)N1CCN(S(=O)(=O)c3ccc(Cl)s3)CC1)C2=O (configuration not stated)
  i | 0.3
Clc1ccc(C=NN2CCCCCC2)cc1Cl
  i | 0.3
O=S(=O)(O)c1ccc2c(c1)C(C(Cl)(Cl)Cl)OC(C(Cl)(Cl)Cl)O2 (configuration not stated)
  i | 0.6
Cc1cccc(C(=O)NNC(=O)C2CCCCC2)c1O
  i | 0.3
COc1ccc(-c2cc(NC=O)c3ncc(-c4cccc(OC)c4)n3c2)cc1
  ? | nt
COc1ccccc1Cc1c(-c2ccc(C#N)cc2)nc2c(Cl)cc(C(F)(F)F)cn12
  + | 1.2*
CN1C[C@@H]2[C@@H]3C(=O)N(C)C(=O)[C@@H]3[C@](Cc3ccccc3)(C1=O)N2C(=O)c1ccc(F)cc1
  i | 0.6
N=c1c(S(=O)(=O)c2ccc(Br)cc2)cc2c(=O)n3ccccc3nc2n1CCN1CCOCC1
  i | 0.3
CCC[C@H]1CN(c2ccccc2)C(=O)[C@@H]1CC(=O)NC
  i | 0.3
O=S(=O)(NCc1ccncc1)c1ccc(F)c(F)c1
  i | 3.2
c1cc(-c2ccc3nncn3c2)ccc1CN1CCOCC1
  i | 0.6
O=C(CNC(=O)N1CC(=O)Nc2ccccc21)Nc1ccc(Br)cc1F
  i | 0.7
CCOC(=O)C(CO)NC(=O)C1(NC(C)=O)CCCC1 (configuration not stated)
  i | 0.5
Cc1ccc(CCNC(=O)CN2C(=O)CSc3ccc(S(=O)(=O)N4CCOCC4)cc32)cc1
  i | 1.8
Nc1ncc(C(=O)O)c(-c2ccccc2)n1
  i | 0.3
CCc1nc2c(OCC(N)=O)cccn2c1N(C)C(=O)C(C)C
  i | 1.4
Cc1ccc(-n2sc3cc(F)ccc3c2=O)c(C)c1
  i | 1.3
CC1(Oc2ccc(F)cc2)CCN(Cc2ccccc2OC(F)F)C1 (configuration not stated)
  i | 2.0
O=C(NC1CCCCC1)C(CCc1ccccc1)N1CCOCC1 (configuration not stated)
  i | 1.0
CCCCNC(=O)c1nc(-c2ccc(C(F)(F)F)cc2)oc1-c1ccccc1
  i | 3.0
CCOc1ccc(-c2nnc3ccc(SCC(=O)N4CCN(c5ccccc5)CC4)nn23)cc1
  i | 0.4
COc1ccccc1C(=O)Nc1ccnn1C1CCN(C2CCCCC2)CC1
  i | 1.9
CC(Sc1nnc(NC2CC2)s1)C(=O)Nc1ccc(N2CCOCC2)cc1 (configuration not stated)
  i | 0.2
Cc1ccc(Cc2c(-c3ccco3)nc3ccc(Cl)cn23)cc1
  i | 0.7
O=C(NCc1ccccc1)C(c1ccc(C(F)(F)F)cc1)N1CCN(CCN2CCOCC2)CC1 (configuration not stated)
  i | 3.0
CC(=O)N1CCc2ccc([N+](=O)[O-])cc21
  i | 1.1
O=C(c1cc(C2CCCCN2C(=O)OCCF)on1)N1CCOCC1 (configuration not stated)
  i | 0.4
O=C1c2ccccc2CCC12OC2c1ccncc1 (configuration not stated)
  i | 0.8
COc1cccc(CNC(=O)COC(=O)c2cccc(S(=O)(=O)N3CCCC3)c2)c1
  i | 0.4

Complete entries as entered above. Screens in order: Myeloid diff MLP | Myeloid diff MLP GFP+ MAC1+ %
c1cc(-c2ccc3nncn3c2)ccc1CN1CCOCC1 is listed as i | 0.6
Clc1ccc(C=NN2CCCCCC2)cc1Cl is listed as i | 0.3

Additional records follow:
Every second line gives: Myeloid diff MLP | Myeloid diff MLP GFP+ MAC1+ %
O=C(NCc1cccc(Cl)c1)c1ccc(-c2ccc(F)c(F)c2)c2ccoc12
  i | 0.4
CC(=O)N[C@H]1[C@H]([C@H](O)[C@H](O)CO)O[C@](O)(C(=O)O)C[C@@H]1O
  i | 2.4
OCC1OC(O)CC(O)C1O (configuration not stated)
  i | 3.4
CN1OC[C@@H]2CN(C(=O)Cc3ccccc3)[C@H](c3ccccc3Br)C[C@@H]21
  i | 0.5
Cc1ccc(C(=O)OCC(=O)c2c[nH]c3ccccc23)cc1S(=O)(=O)N1CCOCC1
  i | 1.1
Cc1noc(C)c1NC(=O)N(C)C[C@@H]1OCc2ccccc2-c2c(n(C)c3ccccc23)C(=O)N([C@H](C)CO)C[C@H]1C
  i | 0.5
O=C(c1[nH]c(C(F)(F)F)nc1-c1ccccc1)N1CCN(c2c(Cl)cncc2Cl)CC1
  i | 1.4
O=C(N/N=C/c1ccc(Br)cc1)c1ccc(NC(=O)c2ccccc2)cc1
  i | 0.2
CC(C)(C)c1ccc(CC(=O)N2CCC2(C)C(=O)NS(=O)(=O)c2ccc(Cl)cc2)cc1 (configuration not stated)
  i | 0.8
Cc1ccc(C(c2nc3ccccc3[nH]2)n2c(-c3ccccc3)nc3ccccc32)cc1 (configuration not stated)
  i | 1.2
Cn1c(=O)c2[nH]c(CCNC(=O)c3ccccc3)nc2n(C)c1=O
  i | 0.7
COCCN(C(=O)c1cc(S(=O)(=O)N2CCCCC2)ccc1Cl)c1c(N)n(CC(C)C)c(=O)[nH]c1=O
  i | 0.5
O=C(O)CCc1ccc(S(=O)(=O)Nc2cc(C(F)(F)F)ccc2N2CCCC2)cc1
  i | 1.2
CCCCC[C@@H](C)N1C[C@H](COCc2ccccc2)Oc2cc(N3CCC[C@@H]3COC)ccc2S1(=O)=O
  i | 0.3
O=C(O)C1CC(Br)C(Br)CC1C(=O)O (configuration not stated)
  i | 0.6
CCCCCC(=O)OCc1ccc(C2=CC(=O)CC(C)(C)C2=O)cc1
  i | 0.3
O=C(Nc1ccc(N2CCOCC2)cc1)c1cccc2c(-c3ccc(F)c(F)c3)coc12
  i | 0.7
COc1cccc(NC(=O)CN(C)C(=O)CCNC(=O)c2ccccc2OC)c1
  + | 0.7*
CC(OC(=O)c1ccc(NC(=O)CC#N)cc1)C(=O)Nc1ccc(S(=O)(=O)N2CCCC2)cc1 (configuration not stated)
  i | 2.6
CC1(C(=O)NCCc2c[nH]c3ccccc23)CCN1Cc1ccccc1OC(F)F (configuration not stated)
  i | 1.2
O=C(NNC(=O)C1COc2ccccc2O1)c1ccccc1O (configuration not stated)
  i | 0.6
CC(C)(C)NC(=O)C(c1ccncc1)n1c(=O)c(-c2ccccc2)nc2ccccc21 (configuration not stated)
  i | 1.5
O=C1c2ccccc2C(=O)N1C1C=CC=CC=C1
  i | 1.4
CC(O)(c1ccncc1)c1nc(-c2cccc(C(F)(F)F)c2)cs1 (configuration not stated)
  i | 1.4
CN(Cc1ccccc1)C(=O)c1ccc(NC(=O)Cc2ccc(NC(=O)C3CCCN(C(=O)C4CCCCC4)C3)cc2)cc1 (configuration not stated)
  i | 0.4
CCN(CC)C(=O)[C@H]1C[C@H](CC(=O)NCc2ccc(OC)c(OC)c2)C(=O)N2CCc3c([nH]c4cc(CCC(=O)N(C)C)ccc34)[C@]12C
  i | 0.3
CCOC(=O)CCCN(c1[nH]c(C)c(C)c1C#N)S(=O)(=O)c1ccc(C)cc1
  i | 0.6
CC(C)N=C1CCCC1C(=S)SSC(=S)C1CCCC1=NC(C)C (configuration not stated)
  ? | nt
O=C(NNC(=O)c1cccc2ccccc12)c1cccc(F)c1
  i | 0.7
CCC(c1nnnn1-c1c(C)cccc1C)N1CCCN(Cc2ccc(F)cc2)CC1 (configuration not stated)
  i | 1.6
N#CC(Cc1cccs1)c1nc2ccccc2[nH]1 (configuration not stated)
  i | 0.7
CN1CCN(C2CN(Cc3ccc([N+](=O)[O-])cc3)S(=O)(=O)C2)CC1 (configuration not stated)
  i | 0.3
CC1=C(C(=O)N(C(C)C)C(C)C)CC(CC(=O)NCCCN(C)C)C(=O)N1Cc1ccc(F)cc1 (configuration not stated)
  i | 1.1
CCOC(=O)[C@H]1[C@H]2COc3ccc(Cl)cc3[C@@H]2N2C(=O)c3ccc(C)cc3NC(=O)[C@@]12C
  i | 0.7
O=C(Nc1ccc(Cl)cc1)OCCN1CCOCC1
  i | 0.7
COc1ccccc1OCC(=O)N/N=C(\C)c1ccc2ccccc2c1
  i | 0.7
O=C(CN1CCCC1)Nc1nc(-c2ccc(Cl)cc2)cs1
  i | 2.0
CC1(c2nnnn2Cc2ccccc2)CCC(=O)N1Cc1cccc(C(F)(F)F)c1 (configuration not stated)
  i | 1.0
N#Cc1ccc(Nc2nc(-c3ccccc3)c(C(=O)c3ccccc3)s2)cc1
  i | 0.6
Cn1c(=O)c2cc(NC(=O)NCCc3ccccc3)ccc2n1Cc1cccc(C(F)(F)F)c1
  i | 0.8

As a working copy, part of the list above.
Every second line gives: Myeloid diff MLP | Myeloid diff MLP GFP+ MAC1+ %
O=C(NNC(=O)C1COc2ccccc2O1)c1ccccc1O (configuration not stated)
  i | 0.6
CC(C)(C)NC(=O)C(c1ccncc1)n1c(=O)c(-c2ccccc2)nc2ccccc21 (configuration not stated)
  i | 1.5
O=C1c2ccccc2C(=O)N1C1C=CC=CC=C1
  i | 1.4
CC(O)(c1ccncc1)c1nc(-c2cccc(C(F)(F)F)c2)cs1 (configuration not stated)
  i | 1.4
CN(Cc1ccccc1)C(=O)c1ccc(NC(=O)Cc2ccc(NC(=O)C3CCCN(C(=O)C4CCCCC4)C3)cc2)cc1 (configuration not stated)
  i | 0.4
CCN(CC)C(=O)[C@H]1C[C@H](CC(=O)NCc2ccc(OC)c(OC)c2)C(=O)N2CCc3c([nH]c4cc(CCC(=O)N(C)C)ccc34)[C@]12C
  i | 0.3

Next section
Every second line gives: Myeloid diff MLP | Myeloid diff MLP GFP+ MAC1+ %
COc1ccc2c(c1)C(=O)C1(CC2)OC1c1cccnc1 (configuration not stated)
  i | 0.4
COc1ccccc1C=NNC(=O)C(=O)NN=Cc1ccccc1OC
  i | 2.3
CCOC(=O)[C@H]1[C@H]2COc3ccc(Br)cc3[C@@H]2N2C(=O)c3cc(Br)ccc3NC(=O)[C@@]12C
  i | 0.6
CCCC[C@@H]1CNC(=O)C(=O)N1CCCC
  i | 1.5
Cc1cc(C)c(NC(=O)C2C(=O)Nc3ccccc3C(=O)N2C(C)(C)C)c(C)c1 (configuration not stated)
  i | 1.9
CC1C(=O)C(C)C(c2ccccc2)N(N=O)C1c1ccccc1 (configuration not stated)
  i | 0.6
CC(C)CC1C(=O)N(Cc2cn(CCC3OCCCO3)nn2)CCS(=O)(=O)N1Cc1ccc(-c2cccc(CO)c2)cc1 (configuration not stated)
  i | 1.0
Cc1ccc(S(=O)(=O)N2C[C@@H]3c4ccccc4N(S(=O)(=O)c4ccc(C)cc4)[C@@H]3[C@@H](C)C2CC(=O)c2ccccc2)cc1 (some centres not stated)
  i | 0.8
Cc1ccc(S(=O)(=O)Nc2ccccc2O)cc1
  i | 1.8
O=C(C(=O)N1CCN(c2ccccc2)CC1)c1ccc2c(c1)OCO2
  i | 1.0
CC(C)Nc1ncnc2c1ncn2[C@H]1CN(Cc2ccco2)C[C@@H](CO)O1
  i | 1.4
O=C(CSc1n[nH]c(=O)n1Cc1ccccc1)Nc1ccc(N2CCOCC2)cc1
  i | 0.9
C[C@@H]1CN([C@@H](C)CO)C(=O)CCCn2nncc2CO[C@@H]1CN(C)S(=O)(=O)c1ccc(-c2ccccc2)cc1
  i | 1.5
O=C(C(=O)N1CCN(c2ccncc2)CC1)c1cccc(Br)c1
  i | 1.9
O=C(NC(c1ccccc1)c1ccc2ccccc2n1)C1CCN(CCOc2ccc(Cl)cc2Cl)CC1 (configuration not stated)
  i | 0.8
C[C@H](CO)N1C[C@H](C)[C@@H](CN(C)C(=O)C2CCCCC2)OCc2cn(nn2)CCCC1=O
  i | 0.8
OC[C@H]1O[C@@H](c2nc(-c3ccccc3Br)no2)[C@H](O)[C@@H](O)[C@H]1O
  i | 0.9
Nc1nc(SCc2ccccn2)c2ncn(C3CCCC3)c2n1
  i | 1.1
CCCCCCN1CCN(C2CN(Cc3ccc([N+](=O)[O-])cc3)S(=O)(=O)C2)CC1 (configuration not stated)
  i | 1.9
CCOC(=O)[C@H]1[C@H]2COc3ccccc3[C@@H]2N2C(=O)c3cc(F)ccc3NC(=O)[C@@]12C
  i | 0.9
CCCS(=O)(=O)NC(=O)C1(C)CCCN(C(=O)c2ccc(OC)cc2OC)C1 (configuration not stated)
  i | 0.6
CCCCNC(=O)C1(C)CCN1C(=O)c1cc(-c2ccccc2)cs1 (configuration not stated)
  i | 1.8
O=C(C[C@H]1C[C@H](C(=O)N2CCOCC2)[C@@]2(CCC3CCCC3)c3[nH]c4cc(-c5ccco5)ccc4c3CCN2C1=O)NCCCn1ccnc1
  i | 0.2
CC(=O)C1=CCC(c2ccc(C)o2)N(S(=O)(=O)c2ccc(C)cc2)C1 (configuration not stated)
  i | 1.0
